# S-ASM inh – Inhibitors of Secretory Acid Sphingomyelinase (S-ASM): qHTS; Sphingomyelin phosphodiesterase (Homo sapiens), P17405; placental ASM, HMU-PC fluorogenic substrate, 60 min; Potency, µM (titrated, usually from 57.5 µM), without a hit: at the top dose activity change, negative = inhibition, actives largely listed as inhibitors; 340,000 compounds, 0.006% hits; AID 504937, 2011; further: potency means the concentration at half of the fitted maximal effect
#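 Steps: dispense placental human ASM, pin compound, wait 10 min at room temperature, add HMU-PC0 substrate at 9 uM final, incubate 60 min at 37 °C, add stop solution raising pH to 10, read fluorescence.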
# TCR activator – Activators of T cell receptors: qHTS campaign; Potency, µM (doses to about 9.22 µM), inactives show top-dose activation of IL-2 secretion, hits mostly activators; AID 504894, 2011; primary human leukocytes, anti-CD3, IL-2 HTRF, 48 h; 330,000 tested, under 10 active; further: % of control where 0% means no effect
#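 Primary human leukocytes were stimulated with a-CD3 beads plus compounds for 48 hr without co-stimulation; secreted IL-2 was quantified by HTRF using a-IL-2-K (europium cryptate) and a-IL-2-d2, excited at 320nm with acceptor emission read at 665nm.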
# TSG101-PTAP inh – qHTS Assay for Iinhibitors of HIV-1 Budding by Blocking the Interaction of PTAP/TSG101; AID 493005, 2010; 340,000 tested, under 10 active; Fluorescence polarization, FITC-PTAP peptide / Tsg101 binding; Tumor susceptibility gene 101 protein (Homo sapiens), Q99816; Potency, µM (doses to about 115 µM), inactives show at the highest dose activity change, negative = inhibition, usual class: inhibitors; active means well fitted inhibition curve with a large enough effect in the main read-out, with a control signal flat, not every such curve was filed as active; inconclusive means small, poorly fitted or top-dose-only effect, or effect the other way, or a change in a side signal; inactive means no such curve, though single readings can be large or run the other way; further: potency means the concentration at half of the fitted maximal effect; % of control where 0% means no effect
# Target sequence (Q99816 whole entry, looked up): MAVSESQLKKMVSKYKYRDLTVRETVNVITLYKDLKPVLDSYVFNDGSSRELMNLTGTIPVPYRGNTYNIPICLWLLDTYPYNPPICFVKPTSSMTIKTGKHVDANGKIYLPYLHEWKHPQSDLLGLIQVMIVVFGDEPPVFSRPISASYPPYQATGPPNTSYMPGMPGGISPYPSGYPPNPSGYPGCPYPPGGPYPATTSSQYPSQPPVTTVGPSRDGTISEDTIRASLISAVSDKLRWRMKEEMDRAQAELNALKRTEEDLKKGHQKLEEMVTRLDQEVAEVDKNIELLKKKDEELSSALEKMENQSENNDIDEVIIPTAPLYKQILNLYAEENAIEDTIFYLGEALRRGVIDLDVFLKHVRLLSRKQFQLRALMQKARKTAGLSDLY
#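 Steps: Tsg101 binding domain dispensed (10 uM final), compounds pinned in DMSO, FITC-labeled PTAP-motif peptide added (50 nM final); after 20 min binding at room temperature, polarization measured.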
# CXXC DNA block – qHTS Fluorescence Polarization Assay for Inhibitors of MLL CXXC domain - DNA interaction | Histone-lysine N-methyltransferase 2A (Homo sapiens), Q03164 | MLL-CXXC / FITC-HOXA9 DNA fluorescence polarization | Potency, µM (highest dose often 115 µM), for inactives: at the highest dose activity change, negative = inhibition, hits mostly inhibitors | 290,000 compounds, 0.037% hits | AID 2662, 2010; active means well fitted inhibition curve with a large enough effect in the polarisation, with a control signal flat, not every such curve was filed as active; inconclusive means small, poorly fitted or top-dose-only effect, or effect the other way, or a change in a side signal; inactive means no such curve, though single readings can be large or run the other way; the % refers to the polarisation; further: potency means the concentration at half of the fitted maximal effect
#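 Steps: dispense CXXC domain solution (7 uM) → pin compounds or unlabeled HOX-A9 DNA control → 5 min ambient → add FLSN-HOX-A9 solution (50 nM) → spin → 30 min ambient → fluorescence polarization. Tris pH 7.5/NaCl/DTT/BSA buffer.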
# TSHR antagonist – Antagonists of the Thyroid Stimulating Hormone Receptor: HTS campaign; activity change, negative = inhibition, % at 11.5 µM; AID 504810, 2011; TSHR-expressing cells, TSH-stimulated cAMP HTRF, 2 h; stronger effect = lower value; 330,000 compounds, 0.2% hits;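 active means activity change below a set negative limit, meaning inhibition stronger than a set level, cut at about -70% in these data; inconclusive means activity change between two set negative limits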; further: on the % scale 0 is the no-effect control and ±100 the full control effect
#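 Antagonism was scored as loss of TSH-driven cAMP in TSHR cells, stimulated with 4nM TSH (EC80) for 2 hours at 37 deg C and detected by homogeneous HTRF competition immunoassay.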
# Mito fusion yeast – qHTS Assay for Small Molecule Inhibitors of Mitochondrial Division or Activators of Mitochondrial Fusion; S. cerevisiae fusion-defective mutant growth rescue, CellTiterGlo 48 h; Potency, µM (highest dose often 46.1 µM), without a hit: at the highest dose growth rescue (activation), most hits filed as activators; 320,000 compounds, 0.23% hits;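 further: potency means the concentration at half of the fitted maximal effect; % of control where 0% means no effect; nearly all actives have a fitted effect of over 45% in size; temperature-sensitive fusion mutants such as fzo1-1 at 37 °C on non-fermentable ethanol glycerol medium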
#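 Growth-rescue viability read-out: after 48 h at the non-permissive 37C in glycerol/ethanol YPEG, yeast mitochondrial fusion mutants are measured by CellTiterGlo luminescence; compounds (23 nl pinned per well) restoring growth score as division inhibitors or fusion activators.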
# Menin-MLL TR inh – qHTS Assay for Inhibitors Targeting the Menin-MLL Interaction in MLL Related Leukemias: Competition With Texas Red Labeled MLL-derived Mutant Peptide. O00255. Menin + Texas Red MLL mutant peptide, fluorescence polarization. Potency, µM (doses to about 61.6 µM), for inactives: top-dose FP activity change, negative = inhibition, most hits filed as inhibitors. 270,000 compounds, 0.23% hits; active means well fitted inhibition curve with a large enough effect in the polarisation, with a control signal flat, not every such curve was filed as active; inconclusive means small, poorly fitted or top-dose-only effect, or effect the other way, or a change in a side signal; inactive means no such curve, though single readings can be large or run the other way; the % refers to the polarisation; further: potency means the concentration at half of the fitted maximal effect; % of control where 0% means no effect; many of its hits are not listed in these tables
# Target sequence (O00255 whole entry, looked up): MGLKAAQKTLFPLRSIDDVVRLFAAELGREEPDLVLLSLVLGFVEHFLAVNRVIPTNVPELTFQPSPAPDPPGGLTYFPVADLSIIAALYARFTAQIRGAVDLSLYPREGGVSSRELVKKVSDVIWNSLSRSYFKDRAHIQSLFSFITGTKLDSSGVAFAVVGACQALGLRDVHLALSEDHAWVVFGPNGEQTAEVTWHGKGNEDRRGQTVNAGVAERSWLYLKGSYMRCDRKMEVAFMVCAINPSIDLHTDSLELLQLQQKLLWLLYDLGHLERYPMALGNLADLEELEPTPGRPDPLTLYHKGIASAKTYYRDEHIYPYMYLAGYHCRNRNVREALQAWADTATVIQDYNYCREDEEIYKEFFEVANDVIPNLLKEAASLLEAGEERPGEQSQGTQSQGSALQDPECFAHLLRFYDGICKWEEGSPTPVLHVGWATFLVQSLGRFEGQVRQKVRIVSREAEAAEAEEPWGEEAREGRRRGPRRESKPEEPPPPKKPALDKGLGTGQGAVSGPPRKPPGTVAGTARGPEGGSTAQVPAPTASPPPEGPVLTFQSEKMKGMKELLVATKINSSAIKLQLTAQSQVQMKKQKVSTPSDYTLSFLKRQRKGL
# MBNL1-CUG inh – qHTS Assay for Inhibitors of MBNL1-poly(CUG) RNA binding; Potency, µM (series often up to 57.5 µM), for inactives: at the top dose activity change, negative = inhibition, actives largely listed as inhibitors; AID 2675, 2010; Muscleblind-like protein 1 (Homo sapiens), Q9NR56; TR-FRET MBNL1-His/biotin-(CUG)12 binding, 665/545 ratio; 280,000 compounds, 0.036% hits; active means well fitted inhibition curve with a large enough effect in the signal ratio, with a control signal flat, not every such curve was filed as active; inconclusive means small, poorly fitted or top-dose-only effect, or effect the other way, or a change in a side signal; inactive means no such curve, though single readings can be large or run the other way; the % refers to the signal ratio; further: potency means the concentration at half of the fitted maximal effect; on the % scale 0 is the no-effect control and ±100 the full control effect
#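 Compounds (final 92 nM to 58 uM) are added to His-tagged MBNL1 and biotin-(CUG)12, then terbium anti-His antibody and streptavidin-XL665 (5 nM final). After 60 min at room temperature, the 665/545 nm ratio is read.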
# Integrin act MD – qHTS for Activators of Integrin-Mediated Alleviation for Muscular Dystrophy; Potency, µM (top dose mostly 38.3 µM), without a hit: at the highest dose activation, actives largely listed as activators; 350,000 compounds, 0.064% hits; alpha7betagal myoblasts, beta-gal FDG fluorescence, 48 h; AID 624291, 2012;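 further: potency means the concentration at half of the fitted maximal effect; 100% = response of the positive control SU9516; nearly all actives have a fitted effect of over 60% in size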
#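 Alpha7betagal+/- myoblasts (passage 13) were plated 16-24 hr, then exposed to compounds (1:260 dilution of DMSO stock) for 48 hours at 37C. After MPER lysis, β-galactosidase reporter activity was read as FDG fluorescence (ex 480/em 540) after 30 minutes.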
# A-T KAP1 phos – qHTS Assay for Identifying a Potential Treatment of Ataxia-Telangiectasia; […] A-T fibroblasts, KAP-1 phosphorylation AlphaLISA; neocarzinostatin DNA damage 30 min before lysis; Potency, µM (doses to about 57.5 µM), for the others: at the top dose activation, usual class: activators; 320,000 compounds, 0.19% hits; AID 485349, 2010; further: potency means the concentration at half of the fitted maximal effect; % of control where 0% means no effect; nearly all actives have a fitted effect of over 45% in size
#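 ATM-like activity read as KAP-1 phosphorylation via AlphaLISA donor/acceptor antibody pairs after lysis and 6 hr at 25C. Cells were ATM-null patient fibroblasts ([…], hTERT), dosed 60 min, then exposed to the DSB inducer NCS for 30 min.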
# Active calls of the source: *; ? = inconclusive; nt = not tested or not shown; [ ] = another dose, or the depositor's remark. Unless noted, the call rests on the fitted dose curve; in most records, active means well fitted curve in the direction sought with a large enough effect; inconclusive means small, poorly fitted or top-dose-only effect, or another doubt; inactive means no such curve, though single readings can be large; an effect the other way counts as inactive or inconclusive. Only part of the results is shown; count on the stated rates, not on these rows.
# Start of the data: the first twelve compounds (preview)
No.	smiles	S-ASM inh	TCR activator	TSG101-PTAP inh	CXXC DNA block	TSHR antagonist	Mito fusion yeast	Menin-MLL TR inh	MBNL1-CUG inh	Integrin act MD	A-T KAP1 phos
1	Cc1ccc(NC(=O)CN(C)C(=O)c2cccnc2Nc2cccc(C(F)(F)F)c2)cc1	-22%	-8%	-6%	17%	18	-24%	nt	-8%	-73%[inhibitor]	4%
2	O=C(Nc1ccccc1Cl)c1ccccc1Cl	0%	0%	0%	5%	5	2%	4%	0%	-14%	2%
3	Cc1cc2nc3c(=O)[nH]c(=S)[nH]c3nc2cc1NC(=O)C(F)(F)F	-1%	0%	-27%	?	-21	5%	-9%	?	-21%	-12%
4	C=CCN(C)CC/C=C1\c2ccccc2CSc2ccccc21	-1%	8%[46.1 µM]	-4%	5%	-4	-6%	-8%	-10%	-1%	-2%
5	COc1ccc(CCN(Cc2cc3cccc(C)c3[nH]c2=O)C(=O)NC2CCCCC2)cc1OC	3%	-5%	-4%	-7%	-9	7%	-2%	-5%	7%	1%
6	COC(=O)c1cc(Sc2cccc(Cl)c2Cl)ccn1	-3%	-37%	-6%	-7%	-12	1%	-9%	1%	6%	6%
7	Cc1occc1C(=O)NCc1ccc(C(=O)O)o1	1%	2%	-6%	-11%	16	-2%	-16%	0%	-14%	7%
8	Cc1occc1C(=O)NNC(=O)c1ccc(S(=O)(=O)N(C)C)cc1	-1%	3%	0%	nt	9	-3%	nt	nt	17%	-2%
9	O=C(N/N=C/c1ccccn1)c1ccc2nc[nH]c2c1	4%	-81%	-4%	9%	0	-4%	nt	nt	30%	-6%
10	COc1ccc(-c2cc(-c3ccccc3)c(C#N)c(S(C)=O)n2)cc1 (configuration not stated)	176%[activator]	-11%	-4%	7%	-43	-2%	-11%	15%	-64%[inhibitor]	9%
11	CC(C)(C)OC(=O)N1CCC(c2c(C(=O)N3CCN(C(=O)c4ccco4)CC3)cnn2-c2ccc(F)cc2)CC1	1%	-1%	-3%	2%	4	-6%	-6%	-3%	3%	3%
12	c1cc2c3c(cccc3c1)NC1(CCCCC1)N2	1%	-14%	-5%	0%	-6	-1%	?	7%	-12%	1%

# The listing, previewed entries included:
No.	smiles	S-ASM inh	TCR activator	TSG101-PTAP inh	CXXC DNA block	TSHR antagonist	Mito fusion yeast	Menin-MLL TR inh	MBNL1-CUG inh	Integrin act MD	A-T KAP1 phos
1	Cc1ccc(NC(=O)CN(C)C(=O)c2cccnc2Nc2cccc(C(F)(F)F)c2)cc1	-22%	-8%	-6%	17%	18	-24%	nt	-8%	-73%[inhibitor]	4%
2	O=C(Nc1ccccc1Cl)c1ccccc1Cl	0%	0%	0%	5%	5	2%	4%	0%	-14%	2%
3	Cc1cc2nc3c(=O)[nH]c(=S)[nH]c3nc2cc1NC(=O)C(F)(F)F	-1%	0%	-27%	?	-21	5%	-9%	?	-21%	-12%
4	C=CCN(C)CC/C=C1\c2ccccc2CSc2ccccc21	-1%	8%[46.1 µM]	-4%	5%	-4	-6%	-8%	-10%	-1%	-2%
5	COc1ccc(CCN(Cc2cc3cccc(C)c3[nH]c2=O)C(=O)NC2CCCCC2)cc1OC	3%	-5%	-4%	-7%	-9	7%	-2%	-5%	7%	1%
6	COC(=O)c1cc(Sc2cccc(Cl)c2Cl)ccn1	-3%	-37%	-6%	-7%	-12	1%	-9%	1%	6%	6%
7	Cc1occc1C(=O)NCc1ccc(C(=O)O)o1	1%	2%	-6%	-11%	16	-2%	-16%	0%	-14%	7%
8	Cc1occc1C(=O)NNC(=O)c1ccc(S(=O)(=O)N(C)C)cc1	-1%	3%	0%	nt	9	-3%	nt	nt	17%	-2%
9	O=C(N/N=C/c1ccccn1)c1ccc2nc[nH]c2c1	4%	-81%	-4%	9%	0	-4%	nt	nt	30%	-6%
10	COc1ccc(-c2cc(-c3ccccc3)c(C#N)c(S(C)=O)n2)cc1 (configuration not stated)	176%[activator]	-11%	-4%	7%	-43	-2%	-11%	15%	-64%[inhibitor]	9%
11	CC(C)(C)OC(=O)N1CCC(c2c(C(=O)N3CCN(C(=O)c4ccco4)CC3)cnn2-c2ccc(F)cc2)CC1	1%	-1%	-3%	2%	4	-6%	-6%	-3%	3%	3%
12	c1cc2c3c(cccc3c1)NC1(CCCCC1)N2	1%	-14%	-5%	0%	-6	-1%	?	7%	-12%	1%
13	CCn1ccc(C(=O)N2CCN(c3ncccn3)CC2)n1	2%	-1%	-1%	0%	18	-2%	nt	-15%	?	13%
14	O=C(COC(=O)c1cccc(S(=O)(=O)NCc2ccccc2)c1)c1ccc2c(c1)OCCO2	-3%	4%[46.1 µM]	2%	3%	-3	20%	7%	-7%	-8%	3%
15	O=C(Cc1cccs1)Nc1ccccc1	2%	-5%	-3%	-19%	-3	0%	-12%	0%	-19%	-3%

# (cont.)
cpd	Molecule	S-ASM inh	TCR activator	TSG101-PTAP inh	CXXC DNA block	TSHR antagonist	Mito fusion yeast	Menin-MLL TR inh	MBNL1-CUG inh	Integrin act MD	A-T KAP1 phos
16	COc1ccc(S(=O)(=O)N2CCOC23CCN(C(=O)c2ccccc2Br)CC3)cc1	3%	14%	-4%	9%	-9	-37%[inhibitor]	nt	-7%	3%	-1%
17	CCOc1ccccc1/C=N/NC(=O)CNC(=O)COc1ccccc1	4%	2%	0%	-1%	9	-2%	2%	2%	0%	1%
18	O=C(Nc1ccc2c(c1)OCO2)c1ccc(Br)c(S(=O)(=O)N2CCCC2)c1	-6%	-12%	-1%	6%	-30	14%	?	2%	-22%	-1%
19	COc1ccc(-c2cccc(-c3nc4ccc(Cl)cn4c3NC3CCCCC3)c2)cc1	95%	7%	5%	nt	7	nt	nt	nt	19%	2%
20	Cc1nn(CCCC(=O)NCc2ccccc2)c(C)c1[N+](=O)[O-]	0%	2%[46.1 µM]	0%	3%	18	-1%	6%	nt	-18%	6%
21	O=C1SCC(c2ccccc2)=NN1Cc1ccccc1	-3%	2%[46.1 µM]	-2%	16%	5	-4%	5%	-12%	-8%	-1%
22	Cc1ccc(S(=O)(=O)NCC(=O)N(CC(=O)NC2CCCC2)CC2CCCO2)cc1 (configuration not stated)	-3%	-2%	1%	-1%	26	4%	0%	2%	-16%	-5%
23	Cc1cc(=O)[nH]c(N/N=C/c2ccc(O)c(O)c2)n1	19%	0%	1%	18%	8	20%	20%	?	-7%	2%
24	CCOc1ccc(NC(=S)NCCCN2CCOCC2)cc1	0%	-8%	0%	7%	5	30%	-6%	-8%	-10%	-2%

# Bioassay records: PubChem BioAssay, National Center for Advancing Translational Sciences (NCATS)
